# Source: PubChem BioAssay
# GCN5L2 inh: GCN5L2 (KAT2A) acetyltransferase inhibition; GCN5L2 HAT assay, ThioGlo1 CoA-SH fluorescence; Potency, µM (series often up to 58.9 µM), for inactives: at the top dose activity change, negative = inhibition, most hits filed as inhibitors; hit rate 0.21% among 390,000
# Target sequence (Q92830 whole entry, looked up): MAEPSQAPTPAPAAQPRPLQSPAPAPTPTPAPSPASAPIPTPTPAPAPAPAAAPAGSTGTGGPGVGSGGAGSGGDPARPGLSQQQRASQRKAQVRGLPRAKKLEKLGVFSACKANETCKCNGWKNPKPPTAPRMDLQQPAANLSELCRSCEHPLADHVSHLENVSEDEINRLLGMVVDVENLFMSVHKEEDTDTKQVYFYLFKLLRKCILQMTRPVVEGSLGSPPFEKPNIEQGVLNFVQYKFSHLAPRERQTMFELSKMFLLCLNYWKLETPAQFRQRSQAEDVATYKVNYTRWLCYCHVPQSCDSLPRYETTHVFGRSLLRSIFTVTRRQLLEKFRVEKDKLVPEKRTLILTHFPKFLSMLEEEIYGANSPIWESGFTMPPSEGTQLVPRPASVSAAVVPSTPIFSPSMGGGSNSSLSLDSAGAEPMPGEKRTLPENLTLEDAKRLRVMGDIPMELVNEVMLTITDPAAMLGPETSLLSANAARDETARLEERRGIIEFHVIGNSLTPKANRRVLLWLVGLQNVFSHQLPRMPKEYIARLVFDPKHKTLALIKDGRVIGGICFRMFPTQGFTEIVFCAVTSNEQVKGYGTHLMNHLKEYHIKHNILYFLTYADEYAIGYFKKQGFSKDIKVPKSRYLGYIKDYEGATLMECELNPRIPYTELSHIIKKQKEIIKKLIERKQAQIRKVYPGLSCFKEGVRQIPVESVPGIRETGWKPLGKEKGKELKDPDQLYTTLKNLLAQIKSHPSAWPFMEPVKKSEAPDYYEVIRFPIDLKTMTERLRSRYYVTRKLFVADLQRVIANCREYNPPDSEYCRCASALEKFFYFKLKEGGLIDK
#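 Fluorescence readout, Ex340nm/Em540nm: ThioGlo1 (50uM final) reacts with free CoA thiol released as 20nM GCN5L2 acetylates H3(1-25) peptide (75uM) using acetyl-CoA (70uM). Compound and enzyme sat 15 min beforehand; 20 min room-temperature reaction.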
# TDP1 cell CPT: DT40-hTDP1 cell growth loss with CPT; chicken DT40 Tdp1-/-;hTDP1 cells + 20 nM CPT, ATP luminescence, 48 h; Potency, µM (series often up to 46.2 µM), for inactives: top-dose activity change, negative = growth inhibition, actives largely listed as inhibitors; hit rate 12% among 420,000; also: nearly all actives have a fitted effect of over 55% in size
#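 Cell growth measured by CellTiter-Glo luminescence after a minimum 48 h, 37 C compound exposure with 20 nM CPT in Tdp1-knockout DT40 cells stably expressing hTDP1, seeded 400/well; qHTS titration format.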
# FEN1 inhibitor: inhibitors of human flap endonuclease 1. P39748. AID 588795. hit rate 0.35% among 390,000. Recombinant FEN1 flap cleavage, fluorescence, 15 min. Potency, µM (top dose mostly 114 µM), inactives show top-dose activity change, negative = inhibition, usual class: inhibitors; also: nearly all actives have a fitted effect of over 65% in size
#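 Compounds are tested as a concentration series against 10 nM FEN1; after a 15 min room-temperature preincubation, 50 nM substrate starts cleavage, with plate reads at 0 and 15 min. Normalized responses are fitted by a Hill equation.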
# The depositor's hits bear a star; ? = inconclusive; · = not tested or not shown; & = joins results of further samples; [ ] = remark or other dose. Calls follow the shape of the dose curve; as a rule, active = well fitted curve in the direction sought with a large enough effect; inconclusive = small, poorly fitted or top-dose-only effect, or another doubt; inactive = no such curve, though single readings can be large; an effect the other way counts as inactive or inconclusive. % is scaled to controls: 0 for no effect and ±100 for the full control effect; potency is read from the fitted curve at half-maximal effect. An excerpt (hit frequency here may not be typical).
# Values run as follows: TDP1 cell CPT, GCN5L2 inh, FEN1 inhibitor
1. O[C@@H]1COC(Nc2ccc(N=Nc3ccccc3)cc2)C[C@@H]1O (stereo not given in full)
    -2.6%, -1.2%, 4.7%
2. C=CCn1c(CNC(=O)c2cccs2)n[nH]c1=S
    -20.5%, -2.2%, 2.2%
3. CC(=O)c1cccc(OCC(=O)N2CCCc3ccccc32)c1
    ?, 0.4%, 1.1%
4. CCn1ccc(C(=O)NC2=NCCS2)n1
    -21.4%, -0.3%, 0.9%
5. CC(C)N1CCN(S(=O)(=O)c2ccccc2)c2ccccc21
    ?, ·, -2.7%
6. O=C(CC1NCCNC1=O)Nc1ccc(F)c(Cl)c1 (stereo not given)
    -7.2%, -1.3%, -4.0%
7. CN1CCN(c2ccc(-c3ccc4ccccc4n3)cc2)CC1
    ?, 3.8%, -3.1%
8. CCOC(=O)N1CCN(C(=O)Cn2nc(C)n3nc(-c4ccc(OC)cc4)cc3c2=O)CC1
    ?, -19.5%, 48.8%[activator]
9. CC1(C)c2ccccc2N2CC(=O)N(CC(N)=O)C21C (stereo not given)
    -27.4%, -13.7%, 79.4µM*
10. CCOC(=O)Cn1c2ccc(C)cc2c2nc(C)sc21
    2.8%, -5.4%, -5.7%

# Reprinted from the part before: two entries, followed by the next part.
# Values run as follows: TDP1 cell CPT, GCN5L2 inh, FEN1 inhibitor
9. CC1(C)c2ccccc2N2CC(=O)N(CC(N)=O)C21C (stereo not given)
    -27.4%, -13.7%, 79.4µM*
10. CCOC(=O)Cn1c2ccc(C)cc2c2nc(C)sc21
    2.8%, -5.4%, -5.7%
11. COc1cc(OC)c2c(-c3cccc(-c4cccc(N)c4)c3)cc(=O)oc2c1
    4.61µM*, -7.2%, -14.1%
12. CCCc1cc(=O)oc2cc(C)cc(OCC(=O)NCc3cccnc3)c12
    -2.1%, -5.9%, -10.6%
13. O=C(CSc1nc2ccccc2n1Cc1ccc(F)cc1)N1CCN(c2ccc(F)cc2)CC1
    ?, -4.9%, -0.8%
14. CC1=Nc2ccccc2N=C(NC(=O)c2ccccc2)C1c1ccccc1 (stereo not given)
    -26.4%, -10.7%, -17.7%
15. Cc1ccc(OCC(=O)N(Cc2cccc(F)c2)C2CCS(=O)(=O)C2)cc1 (stereo not given)
    -1.4%, -5.0%, -5.1%
16. CNS(=O)(=O)c1cccc(C(=O)NCC2CCCCC2)c1
    -6.3%, -18.6%, 4.6%
17. O=C(O)/C=C/c1cn(Cc2ccccc2)nc1-c1cccs1
    1.6%, -0.7%, -6.4%
18. CCn1ncc(Br)c1C(=O)Nc1ccccc1C(F)(F)F
    -6.8%, 2.6%, -6.3%
19. Cc1cccc(S(=O)(=O)c2c(N)n(/N=C/c3cccnc3)c3nc4ccccc4nc23)c1
    -26.7%, -4.4%, 7.1%
20. COc1ccc(CNC(=O)C/C(C)=N/NC(=O)Cc2ccc(OC)c(OC)c2)cc1
    1.5%, -7.6%, 2.7%

# Other results follow:
# Values run as follows: TDP1 cell CPT, GCN5L2 inh, FEN1 inhibitor
21. O=C(Nc1ccccc1C(=O)Nc1ccc2c(c1)OCO2)c1ccco1
    -12.1%, 0.0%, -4.6%
22. CC(C)NC(=O)COC(=O)c1ccccc1C(=O)c1ccccc1
    2.6%, -8.0%, 20.4%
23. O=C(COc1ccccc1[N+](=O)[O-])N/N=C/c1ccc[nH]1
    0.4%, -14.6%, -1.0%
24. COCC(=O)N1CCC2(CCN(Cc3ccncc3)CC2)CC1
    21.7%, -14.9%, ·
25. Cc1cc(C)cc(NC(=O)c2cc(S(=O)(=O)N3CCCCCC3)cn2C)c1
    -10.2%, -3.0%, 20.5%
26. COc1cc(CNc2ccc(O)cc2)cc(Br)c1OCc1ccccc1
    ?, -4.8%, ?
27. Cc1cccc(N2CCN(C(=O)c3cc4cc(F)ccc4[nH]3)CC2)c1C
    ?, 1.0%, -0.1%
28. CCOC(=O)N1CCC(NC(=O)C(NS(=O)(=O)c2cccc3nsnc23)c2ccccc2)CC1 (stereo not given)
    -13.9%, -6.4%, 21.1%
29. O=C(c1cccc(S(=O)(=O)NCc2ccccc2)c1)N1CCCC1
    4.0%, -3.7%, 3.3%
30. O=C1C(SCCO)=C(SCCO)C(=O)c2ccccc21
    0.0517µM*, -12.3%&106.8%, ?

# The results go on:
# Values run as follows: TDP1 cell CPT, GCN5L2 inh, FEN1 inhibitor
31. O=C(CCNS(=O)(=O)c1ccccc1C(F)(F)F)NCc1ccc2c(c1)OCO2
    -3.9%, -0.7%, -0.6%
32. COc1cc(/C=C/C(=O)O)cc(S(=O)(=O)Nc2ccccc2Cl)c1OC
    -0.7%, 2.7%, -2.9%
33. CCCN(CCC)CCCNC(=O)Cn1cc2c(n1)-c1c(oc(C(=O)N3CCCC3)c1C)CC2
    -4.3%, -1.6%, -1.5%
34. O=C(NCCc1ccccn1)c1cc(-c2cccc3ccccc23)nc2ccccc12
    25.9µM*, -5.1%, 2.2%
35. Cc1nn2c([nH]c(=O)c3ccccc32)c1C=O
    ?, 2.9%, -11.7%
36. COC(=O)c1ccc(C2CC(=O)Nc3c2c(C)nn3-c2nc(C)cc(C)n2)cc1 (stereo not given)
    ?, 3.6%, -9.5%
37. COc1ccc2oc(C(=O)OCC(=O)c3ccc4c(c3)OCCO4)c(C)c2c1
    ?, -10.1%, -4.4%
38. Cc1ccc(Cn2c(C(CO)Nc3nc(-c4ccc(Cl)c([N+](=O)[O-])c4)cs3)nc3ccccc32)cc1 (stereo not given)
    ?, ·, -3.2%
39. C[C@@H]1CC(=O)[C@H]2CC(CO)=CCC[C@@H]2[C@@]1(C)CC/C(=C/CO)CO
    -5.1%, -4.9%, -4.7%
40. C=CCn1c(SCc2cccc(OC)c2)nnc1-c1ccncc1
    -20.4%, 2.6%, 18.2%

# Other structures
# Values run as follows: TDP1 cell CPT, GCN5L2 inh, FEN1 inhibitor
41. CC(O)[C@H]1CNC(=O)C(=O)N1CCc1cc(C(F)(F)F)cc(C(F)(F)F)c1 (stereo not given in full)
    -1.7%, 16.9%, -5.6%
42. CC1CCCN(C(=O)CCNC(=O)c2ccccc2Cl)C1 (stereo not given)
    12.5%, 1.1%, -10.2%
43. COc1ccc(CCNC(=O)c2ccc(OCc3c(C)noc3C)cc2)cc1OC
    ?, -2.7%, 3.4%
44. Cc1ccccc1NC(=O)C(=O)NCC(c1ccc2c(c1)OCO2)N1CCN(c2ccccc2)CC1 (stereo not given)
    ?, -3.0%, -15.4%
45. CCOc1ccccc1NC(=O)N1CCCc2ccccc21
    ?, -10.5%, -23.5%
46. CCC(OC(=O)c1cccs1)C(=O)NC1CCCCC1 (stereo not given)
    -2.1%, -9.3%, -4.6%
47. O=C1CC(c2ccccc2)Sc2nc(-c3ccccc3)c(-c3ccccc3)n21 (stereo not given)
    -10.0%, 42.3%[activator], 7.2%
48. CCc1ccc(CN(C)CC(O)COc2cccc3ccccc23)cc1 (stereo not given)
    ?, -8.6%, -6.0%
49. O=C(NCCCn1ccnc1)C(F)(F)C(F)(F)C(=O)NCCCn1ccnc1
    -0.5%, -5.2%, 12.7%
50. COc1ccc(CCNS(=O)(=O)c2ccc3c(c2)CCN3C(=O)C2CC2)cc1OC
    -24.3%, -13.4%, -4.5%

# Remaining list, next part.
# Values run as follows: TDP1 cell CPT, GCN5L2 inh, FEN1 inhibitor
51. Oc1ccc(Cl)cc1/C=N/c1nccs1
    12.6µM*, 2.9%, -6.8%
52. O=c1c(N2CCCCC2)coc2ccccc12
    10.4%, -3.3%, 0.6%
53. CC1=C(c2ccc(C(C)C)cc2)S(=O)(=O)N=C1N1CCC(C(=O)NCc2ccc(C)o2)CC1
    ?, -3.5%, -2.4%
54. CS/C(=N\S(=O)(=O)c1ccccc1)c1ccccc1
    7.3%, -1.9%, -4.1%
55. Cc1csc(SCC(=O)NC(=O)NCCC(C)C)n1
    5.0%, -5.4%, -10.3%
56. CC(=O)C1=C(O)C(=O)N(Cc2ccccc2)C1c1cccc([N+](=O)[O-])c1 (stereo not given)
    -1.5%, 1.6%, -7.9%
57. COc1cc(/C=C/C(=O)N2CCN(CC(O)COc3ccccc3)CC2)cc(OC)c1OC (stereo not given)
    ?, -8.6%, 7.7%
58. O=C(c1ccc(F)cc1)c1cn(Cc2ccccc2F)c2cc3c(cc2c1=O)OCCO3
    ?, -2.8%, -32.8%
59. C/C(=N\N(C)C)C1=C(O)c2ccccc2C1=O
    0.2%, -5.8%, -1.3%
60. CC(C)(C)OC(=O)N1CCC2(CC1)Oc1ccc(F)cc1C(=O)C21CC(c2ccccc2)=NO1 (stereo not given)
    23.1µM*, ·, -4.8%

# (cont.)
# Values run as follows: TDP1 cell CPT, GCN5L2 inh, FEN1 inhibitor
61. CC(C)(C)OC(=O)NCCCCCc1nnc(SCc2ccccc2)o1
    ?, -2.0%, -17.6%
62. CN(C(=O)COc1cc(=O)n(C)c2ccccc12)c1ccc(Br)cc1
    -0.8%, -2.6%, -9.0%
63. c1ccc(C(c2nnnn2C2CCCC2)N2CCCCCC2)nc1 (stereo not given)
    -20.5%, 0.1%, -2.6%
64. CCN(CC)c1nn2c(=O)c(C(=O)NCCc3ccc(C)cc3)cnc2s1
    ?, -8.3%, 1.8%
65. CC(=O)c1c(C)nc2nc(-c3ccccc3)nn2c1C
    -4.5%, 2.5%, -12.6%
66. COCCCNc1ncnc2c1sc1nc(-c3ccco3)c3c(c12)CC(C)(C)OC3
    ?, -0.4%, -5.8%
67. CC(=O)N1C(=O)CC(C)N(C(C)=O)c2ccc([N+](=O)[O-])cc21 (stereo not given)
    -13.6%, -8.1%, -3.0%
68. CCN(CC)S(=O)(=O)c1cccc(-c2nnc(SCC(=O)NC)n2CCc2ccccc2)c1
    -5.2%, -6.8%, -5.3%
69. COC(=O)c1cc2sccc2n1CC(=O)Nc1cccc(SC)c1
    ?, ·, -4.6%
70. CCn1cc(C(=O)NCc2ccc(Cl)cc2)c(=O)c2cc(S(=O)(=O)N(C)C)ccc21
    ?, -5.9%, -20.4%

# (listing goes on)
# Values run as follows: TDP1 cell CPT, GCN5L2 inh, FEN1 inhibitor
71. O=C(NCCCN1CCOCC1)c1cc(C(=O)C2CC2)c[nH]1
    -15.4%, -7.9%, 5.7%
72. N#CCSc1ncnc2sc3c(c12)CCC3
    -6.6%, -4.1%, -0.4%
73. COc1cccc(CNC(=O)C(=O)NCC(c2ccco2)S(=O)(=O)c2ccccc2)c1 (stereo not given)
    -27.0%, -2.1%, 2.6%
74. O=C(CNC(=O)c1ccc(Cl)cc1)NCc1ccccn1
    -5.8%, 0.6%, -0.1%
75. C[C@H](NC(=O)C1CC(=O)N(c2ccc3c(c2)OCO3)C1)C(=O)NCc1ccco1 (stereo not given in full)
    5.5%, -26.4%, -18.6%
76. CCOC(=O)CCc1c(C)nc2cc(-c3ccccc3OC)[nH]n2c1=O
    -0.9%, 3.9%, 1.1%
77. Cc1ccc(/C=N/NC(=O)CSc2nc3ccccc3[nH]2)o1
    -7.8%, 1.2%, 10.2%
78. O=C(NCCCc1ccccc1)c1ccc(CS(=O)Cc2ccccc2Cl)o1 (stereo not given)
    -29.7%, -6.6%, -18.2%

# Gathered by group, the compounds so far containing a furan ring, fused or not (9)
# Values run as follows: TDP1 cell CPT, GCN5L2 inh, FEN1 inhibitor
21. O=C(Nc1ccccc1C(=O)Nc1ccc2c(c1)OCO2)c1ccco1
    -12.1%, 0.0%, -4.6%
33. CCCN(CCC)CCCNC(=O)Cn1cc2c(n1)-c1c(oc(C(=O)N3CCCC3)c1C)CC2
    -4.3%, -1.6%, -1.5%
37. COc1ccc2oc(C(=O)OCC(=O)c3ccc4c(c3)OCCO4)c(C)c2c1
    ?, -10.1%, -4.4%
53. CC1=C(c2ccc(C(C)C)cc2)S(=O)(=O)N=C1N1CCC(C(=O)NCc2ccc(C)o2)CC1
    ?, -3.5%, -2.4%
66. COCCCNc1ncnc2c1sc1nc(-c3ccco3)c3c(c12)CC(C)(C)OC3
    ?, -0.4%, -5.8%
73. COc1cccc(CNC(=O)C(=O)NCC(c2ccco2)S(=O)(=O)c2ccccc2)c1 (stereo not given)
    -27.0%, -2.1%, 2.6%
75. C[C@H](NC(=O)C1CC(=O)N(c2ccc3c(c2)OCO3)C1)C(=O)NCc1ccco1 (stereo not given in full)
    5.5%, -26.4%, -18.6%
77. Cc1ccc(/C=N/NC(=O)CSc2nc3ccccc3[nH]2)o1
    -7.8%, 1.2%, 10.2%
78. O=C(NCCCc1ccccc1)c1ccc(CS(=O)Cc2ccccc2Cl)o1 (stereo not given)
    -29.7%, -6.6%, -18.2%
